MITF inh – blocks human microphthalmia-associated transcription factor | 0.91% of 650,000 active | AlphaScreen MITF homodimerization, bead proximity signal | AID 1259374 | O75030 | inhibition, % at 2.6 µM; in the data active = inhibition above about 50%;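 note: 0% = vehicle wells with protein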
Target sequence (O75030 whole entry, looked up): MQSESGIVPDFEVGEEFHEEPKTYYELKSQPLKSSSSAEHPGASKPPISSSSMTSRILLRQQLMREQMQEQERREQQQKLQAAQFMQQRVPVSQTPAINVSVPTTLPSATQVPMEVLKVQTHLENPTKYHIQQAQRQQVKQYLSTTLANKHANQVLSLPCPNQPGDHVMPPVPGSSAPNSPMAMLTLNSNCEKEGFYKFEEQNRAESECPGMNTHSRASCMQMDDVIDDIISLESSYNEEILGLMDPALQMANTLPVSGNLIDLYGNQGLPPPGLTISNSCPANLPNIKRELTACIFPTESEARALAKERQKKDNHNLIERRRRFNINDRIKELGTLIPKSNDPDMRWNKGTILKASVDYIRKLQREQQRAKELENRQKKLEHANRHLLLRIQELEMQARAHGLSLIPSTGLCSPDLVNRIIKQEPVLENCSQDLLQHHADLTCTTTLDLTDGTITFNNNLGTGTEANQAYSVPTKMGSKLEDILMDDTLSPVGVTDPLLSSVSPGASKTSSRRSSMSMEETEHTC
FBW7 activator – activators of human E3 ligase FBW7. AID 1259310. 0.13% of 650,000 active. AlphaScreen FBW7–phospho-cyclin E peptide binding, activator screen. normalized activity (activation), % at 26.1 µM; in the data active = normalized activity above about 1.9%;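 note: purified mutant Fbw7 with reduced substrate affinity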
TEAD-YAP inh – TEAD-YAP interaction inhibition | HEK-TIYL cells, TEAD-Gal4/YAP UAS-luciferase luminescence | inhibition, % at 9.12 µM | 1.4% of 640,000 active; in the data active = inhibition above about 32%;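 note: 0% = median of test compound wells and 100% = reference inhibitor wells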
GPR151 activ – activates the human receptor GPR151; Q8TDV0; PathHunter beta-arrestin GPR151 cells, luminescence; activation, % at 11.2 µM; 1% of 650,000 active; AID 1508602; in the data active = activation above about 4.9%;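 note: 0% = median of compound wells and 100% = cells with positive control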
Target sequence (Q8TDV0 whole entry, looked up): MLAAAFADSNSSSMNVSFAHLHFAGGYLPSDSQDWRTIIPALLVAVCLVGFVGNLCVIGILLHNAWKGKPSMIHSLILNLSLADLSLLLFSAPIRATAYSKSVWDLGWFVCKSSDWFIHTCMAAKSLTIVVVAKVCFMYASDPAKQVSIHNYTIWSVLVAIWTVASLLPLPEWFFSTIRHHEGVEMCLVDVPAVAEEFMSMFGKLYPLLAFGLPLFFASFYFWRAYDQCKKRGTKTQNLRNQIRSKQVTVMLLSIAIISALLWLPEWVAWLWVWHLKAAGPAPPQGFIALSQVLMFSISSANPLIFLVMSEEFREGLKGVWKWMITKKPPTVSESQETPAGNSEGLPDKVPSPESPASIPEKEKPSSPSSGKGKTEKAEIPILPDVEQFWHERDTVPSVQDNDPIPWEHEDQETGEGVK
The depositor's hits bear a star.

compound	MITF inh	FBW7 activator	TEAD-YAP inh	GPR151 activ
CCCC(C)C(=O)Nc1nc2ccccc2s1 (stereo unspecified)	-10	0.2	-53	0.9
CCN(CC)CC(=O)Nc1cc(Cl)ccc1Cl	0	0.0	7	-0.4
COc1ccc(-c2nnc3ccc(SCc4cccnc4)nn23)cc1OC	5	-0.1	-18	1.0
Cc1cccc(-c2nc3ccccc3c(=O)n2NC(=O)C2CCC(C(C)(C)C)CC2)c1 (stereo unspecified)	11	-0.1	-4	4.1
CCOc1ccc2nc(N3CCC(C(=O)Nc4cccc(OC)c4)CC3)sc2c1	-4	-0.2	23	0.0
Cn1c(=O)c2c(nc(NN)n2Cc2ccccc2)n(C)c1=O	6	-0.1	3	6.8*
O=C(CN1C(=O)/C(=C/c2ccccc2F)Sc2ccccc21)N1CCCCC1	-6	0.0	-19	0.3
CCOC(=O)C1CCN(S(=O)(=O)c2cccc3nsnc23)CC1	15	0.3	11	-0.6
c1cnc(Nc2ccc3c(c2)CCC3)cn1	7	-0.1	-22	1.8
O=C(NCCc1ccccc1)C(=O)N/N=C/c1ccc(Br)cc1	-3	0.3	7	-0.5
COc1cccc(-c2noc(C3CCCN(C(=O)Nc4ccccc4F)C3)n2)c1 (stereo unspecified)	7	0.0	-22	0.3
COCCNC(=O)CCc1nc2cccnc2n1Cc1ccc(OC)cc1	1	0.0	-2	0.3
O=C(NCc1cccc(Cl)c1)c1ccc(Cn2nnc3ccsc3c2=O)cc1	14	0.1	11	0.6
Cc1cc(OCC(=O)Nc2ccc3c(c2)OCCO3)c(C)cc1Br	2	0.0	6	1.4
COc1ccc(/C=N/NC(=O)C2COc3ccccc3O2)c(O)c1 (stereo unspecified)	19	0.2	-5	1.1
N#Cc1ccc(NC(=O)c2cc([N+](=O)[O-])cc([N+](=O)[O-])c2)cc1	13	-0.1	7	3.5
CCOC(=O)c1cnc(SCc2ccccc2Cl)nc1N	-11	0.1	-26	-0.4
CCc1cc2c(=O)c(-c3nc4ccccc4s3)c(C)oc2cc1OC	27	0.1	6	0.2
CC(=O)Nc1ccc(C(=O)OCc2ccc(Oc3ccc([N+](=O)[O-])cc3)cc2)cc1	0	0.0	3	2.6
O=C(CCN1C(=O)c2cccc3cccc(c23)C1=O)NCc1ccco1	15	0.0	-2	-0.6
CC1CCc2c(sc3nc(CSc4nnc(-c5ccncc5)n4C)[nH]c(=O)c23)C1 (stereo unspecified)	-1	-0.1	-2	-0.3
c1ccc(-c2nc(NCc3nc4ccccc4[nH]3)c3ncn(C4CCCCC4)c3n2)cc1	2	0.0	1	-2.5
O=C1OC(c2ccc([N+](=O)[O-])cc2Cl)=N/C1=C\c1cccc(F)c1	5	0.0	6	0.0
COc1cccc(CN2CCNC(=O)C2CC(=O)N2CCOc3ccccc3C2)c1OC (stereo unspecified)	3	0.0	0	0.0

An excerpt of these results, as labelled records:
Molecule: O=C(CCN1C(=O)c2cccc3cccc(c23)C1=O)NCc1ccco1
  MITF inh: 15
  FBW7 activator: 0.0
  TEAD-YAP inh: -2
  GPR151 activ: -0.6
Molecule: CC1CCc2c(sc3nc(CSc4nnc(-c5ccncc5)n4C)[nH]c(=O)c23)C1 (stereo unspecified)
  MITF inh: -1
  FBW7 activator: -0.1
  TEAD-YAP inh: -2
  GPR151 activ: -0.3

Next part.
compound	MITF inh	FBW7 activator	TEAD-YAP inh	GPR151 activ
Oc1ccc(CCNc2ncnc3nc(Nc4ccc(-n5ccnc5)cc4)[nH]c23)cc1	8	-0.3	-4	-0.9
CN1C(=O)NC(NC(=O)c2cccc(Cl)c2)(C(F)(F)F)C1=O (stereo unspecified)	-16	0.0	-4	2.0
C=CCOc1ccc(/C=C/c2[nH]c(=O)[nH]c(=O)c2[N+](=O)[O-])cc1OC	-7	-0.1	-9	-2.0
CC(C)Oc1ccc(CNCCC2(c3ccccc3)CCOC(C)(C)C2)cc1 (stereo unspecified)	9	0.2	1	-0.8
CCOC(=O)C1(Cc2ccccc2)CCN(Cc2c(C)n(C)n(-c3ccccc3)c2=O)CC1	14	0.0	-2	0.2
CCOc1ccc(-c2nnc(NC(=O)C(CC)c3ccccc3)s2)cc1 (stereo unspecified)	4	1.0	13	-0.7
CCOc1ccc2cc(C(=O)Nc3ccc(C)cc3)c(=N)oc2c1	2	0.3	2	0.6
COc1cc2nc(Nc3cccnc3)nc(Nc3ccc(Oc4ccccc4)cc3)c2cc1OC	6	0.0	6	-1.6
O=C(CCc1nc2ccccc2[nH]1)N1CCN(c2ccccc2F)CC1	9	-0.1	2	0.6
CCOC(=O)c1ccc(NC(=O)CSCc2ccccc2C)cc1	-10	-0.1	-14	0.5
Cn1cc(CN2CCN(Cc3ccccc3)C(CCO)C2)c2ccccc21 (stereo unspecified)	2	0.0	-4	-0.5
COCCNc1ncnc2c1cnn2-c1ccc(C)cc1C	2	0.0	2	0.6
C1=CC2c3cccc4c3N(CC2C1)CC1CC=CC41 (stereo unspecified)	-13	0.5	-3	1.4
COc1ccc(C2=NN(C(=O)CSc3nnc(CNC(=O)c4ccccc4)n3C)C(c3ccc(F)cc3)C2)cc1 (stereo unspecified)	6	0.0	4	0.9
COc1ccccc1NS(=O)(=O)c1cc(C)ccc1OC	2	0.5	-6	1.0
CCCCN(Cc1ccccc1)C(=O)C1CCCN(S(=O)(=O)c2cnc[nH]2)C1 (stereo unspecified)	-8	0.7	0	-1.4
COc1ccccc1C1CC(=O)CC(c2ccccc2OC)S1 (stereo unspecified)	12	0.1	0	1.0
CCOc1ccc(N=C2NC(=O)C(CC(=O)Nc3cccc(C)c3)S2)cc1 (stereo unspecified)	8	0.6	14	-0.6
CCOc1ccc(/C=C(\C#N)c2nc(-c3ccc(OC)cc3)cs2)cc1	9	0.0	-1	2.4
CCOc1ccc(N2C(=O)CN=C2Nc2ccccc2Cl)cc1	10	-0.1	-1	0.6
Cc1cccc(N2C(=O)c3cccc4c(Cl)ccc(c34)C2=O)c1	-2	-0.1	5	-1.6
COc1ccc(OC)c(N(CC(=O)NCc2cccnc2)S(=O)(=O)c2ccccc2)c1	17	0.2	2	0.5
COc1ccc(Cl)cc1NC(=O)Cn1c(=O)n(Cc2ccco2)c(=O)c2cccnc21	8	0.2	9	-0.7
CCOc1c(O)ccc(/C=C2\SC(=S)NC2=O)c1[N+](=O)[O-]	30	0.1	-3	2.4
O=C(NCc1noc2ccccc12)N1CCCc2ccccc21	-5	-0.1	-12	0.8
CC(C)CCn1c(SCC(=O)NCC2CCCO2)nc2ccsc2c1=O (stereo unspecified)	35	0.6	16	0.4
C=CCN1C(=O)/C(=C\c2ccc(N(C)C)cc2)C(=O)NC1=S	-11	-0.2	5	0.1
Cc1nc2ccccc2n1CCc1nc2c3ccccc3nc(NCc3cccnc3)n2n1	3	0.1	13	-0.8
CC(C(=O)OCC(=O)c1ccc(F)cc1)N1C(=O)c2ccccc2C1=O (stereo unspecified)	-1	0.0	-1	0.4
CCOCCCNC(=O)c1cn(C)c(=O)c2c1c1ccccc1n2C	-10	-0.2	1	-1.7
CCCc1ccc(C2(C)NC(=O)NC2=O)cc1 (stereo unspecified)	-10	0.0	-6	2.5
Cc1ccc(-c2cnc3ccc(NC4CCC(O)CC4)nn23)cc1C (stereo unspecified)	-21	-0.2	-7	-0.1
CN(C)CC(C)(C)CNCC(=O)Nc1cc(C(F)(F)F)cc(C(F)(F)F)c1	40	-0.3	5	6.0*
CCOC(=O)C1=C(C)OC(N)=C(C#N)C1c1cc(Br)c(OC)cc1OC (stereo unspecified)	-7	0.0	10	-0.2
CCOC(=O)c1cc2c(c(CSc3nc4cc(C(=O)NCCOC)ccc4c(=O)n3Cc3ccco3)c1)OCOC2	-8	0.0	-4	0.9
O=[N+]([O-])c1ccc(O)c(-c2nc(-c3ccccc3)c(-c3ccc(Cl)cc3)[nH]2)c1	-6	0.1	-6	0.3
COC(=O)CN1C(=O)COc2cc(S(=O)(=O)NC(C)C)ccc21	-3	0.1	-8	1.1
Cc1c(CCNS(=O)(=O)c2ccccc2F)sc2nc(-c3ccc(F)cc3)nn12	-12	0.1	12	-0.8
CC1CCN(C(=O)c2c[nH]c3ccc(S(=O)(=O)N(C)c4ccc(C(C)C)cc4)cc3c2=O)CC1	-12	0.0	-2	3.5
Cc1cccc(NC(=O)c2cnc3scc(C)n3c2=O)c1C	5	0.0	10	0.0
OCCCNc1cc(-c2ccncc2)nc(-c2ccccc2)n1	6	0.2	3	3.3
O=C(NCCC1=CCCCC1)c1ccc2c(=O)n(-c3cc(C(F)(F)F)ccc3Cl)c(=S)[nH]c2c1	-7	0.1	-5	0.2
Cc1ccc(/C=N/N(C)C2=NS(=O)(=O)c3ccccc32)cc1	8	0.1	9	1.2
CN(C)S(=O)(=O)c1ccc(N2CCC(CNC(=O)c3ccccc3Cl)CC2)cc1	7	0.0	-7	0.4
Cc1c(CCC#N)c(NCCN(C)C)n2c(nc3ccccc32)c1C#N	0	0.2	-5	-1.1
COc1cc2c(cc1OC)C(C(C)C)=NC(C)(C)C2	12	0.3	2	0.5
C=CCOc1ccc(C2Oc3nc(SC)nnc3-c3ccccc3N2C(=O)CC)cc1 (stereo unspecified)	4	-0.2	1	0.5
CSc1ncccc1C(=O)NCCc1ccc(S(N)(=O)=O)cc1	12	0.5	-1	-0.3
CC(O)C12c3ccccc3C(c3ccccc31)C1C(=O)N(c3ccc(Cl)cc3)C(=O)C12 (stereo unspecified)	4	0.0	12	0.4
CCC(C)NS(=O)(=O)c1ccc(C(C)=O)cc1 (stereo unspecified)	3	0.1	7	-0.8
CCCCCCNC(=O)c1cnn2c(C)c(Cc3cccc(Cl)c3)c(C)nc12	11	0.2	3	-0.6
Cc1cc(C)c2oc(-c3ccc(C)c(NC(=O)c4ccc(C)c(Cl)c4)c3)nc2c1	-3	-0.1	-16	0.3
COc1ccc(CCN(C)CC(=O)Nc2c3c(nc4ccccc24)CCC3)cc1OC	32	0.0	4	0.5
CCOC(=O)C1=C(N)OC2=C(C(=O)CCC2)C1c1ccccc1C (stereo unspecified)	12	0.2	-7	0.5
O=C1CCCN1CCCNc1nc(N2CCCC2CO)nc2c1ncn2-c1ccsc1 (stereo unspecified)	12	0.0	42*	-0.7
CCN1CCN(C(c2ccc(F)cc2)c2nnnn2Cc2ccccc2)CC1 (stereo unspecified)	-5	-0.2	-7	0.0

Continued.
compound	MITF inh	FBW7 activator	TEAD-YAP inh	GPR151 activ
Cc1cccc(CN2CCC3(CC2)NC(=O)N(CCc2ccccc2)C3=O)c1	11	0.4	6	-0.4
O=S(=O)(NCC1CCCO1)c1cc(Br)c(Br)s1 (stereo unspecified)	16	0.3	1	0.5
CC1=NN(c2nc(-c3ccc(C)cc3)cs2)C(=O)C1C(c1ccccc1)C(C#N)C(N)=O (stereo unspecified)	-16	-0.1	75*	2.8
CCN1CCCC1CNC(=O)CNC(=O)c1nn(-c2ccc(OC)cc2)c(=O)c2ccccc12 (stereo unspecified)	10	0.5	3	-0.5
O=C(N[C@H]1C[C@H]2C(=O)N[C@@H](Cc3ccc(Cl)cc3)C(=O)N2C1)c1cc(F)ccc1F	4	0.8	-27	0.7
COc1ccc(-c2cc3ccc(OCC(=O)OC(C)C)cc3oc2=O)cc1	-1	0.3	-1	1.7
CCS(=O)(=O)c1ccc2oc(=O)c(/C=C(\O)c3sc(C)nc3C)nc2c1	32	-0.1	4	2.3

Six records drawn at random from the list so far, as already listed:
compound	MITF inh	FBW7 activator	TEAD-YAP inh	GPR151 activ
Cc1cccc(CN2CCC3(CC2)NC(=O)N(CCc2ccccc2)C3=O)c1	11	0.4	6	-0.4
O=S(=O)(NCC1CCCO1)c1cc(Br)c(Br)s1 (stereo unspecified)	16	0.3	1	0.5
COc1ccc(-c2cc3ccc(OCC(=O)OC(C)C)cc3oc2=O)cc1	-1	0.3	-1	1.7
O=C(N[C@H]1C[C@H]2C(=O)N[C@@H](Cc3ccc(Cl)cc3)C(=O)N2C1)c1cc(F)ccc1F	4	0.8	-27	0.7
CC1=NN(c2nc(-c3ccc(C)cc3)cs2)C(=O)C1C(c1ccccc1)C(C#N)C(N)=O (stereo unspecified)	-16	-0.1	75*	2.8
CCN1CCCC1CNC(=O)CNC(=O)c1nn(-c2ccc(OC)cc2)c(=O)c2ccccc12 (stereo unspecified)	10	0.5	3	-0.5

Screens deposited in PubChem BioAssay by The Scripps Research Institute Molecular Screening Center.
